From PubChem
APP 5'UTR act – APP 5'UTR luciferase reporter activation. SH-SY5Y APP 5'UTR luciferase reporter, luminescence; zero percent = DMSO vehicle wells. activation, % at 2 µM. hit rate 1% among 190,000. AID 1276;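 active means activation above a set limit, based on mean plus 3 SD of controls, cut at about 140% in these data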; further: values of inactives mirror those of a sister screen read the other way
Efa HMGR inh – E. faecalis class II HMG-CoA reductase inhibition; hit rate 0.41% among 190,000; inhibition, % at 10 µM; purified E. faecalis HMGR, NADPH absorbance 340 nm kinetic;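 active means inhibition above a set limit, the median over all tested compounds plus 3 SD, cut at about 9.5% in these data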;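 further: enzyme runs in reverse so mevalonate oxidation gives rising NADPH absorbance; 0% = complete reaction with DMSO and 100% = background rate lacking mevalonate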
NF-kB neuron act – compounds increasing NF-kB expression in human neuronal cells; hit rate 1.6% among 190,000; NF-kB reporter expression; stronger effect = higher value; fold change at 12.5 µM; in the data active means fold change above about 3.3
STAT3 activator – activators of IL-6 induced STAT3 signaling; activation (% of control), % at 5.6 µM; hit rate 0.91% among 190,000; AID 871; U3A cells, IL-6 STAT3-luciferase reporter, luminescence; 100% = signal with IL-6 EC80 alone;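 active means activation above the screen-wide mean of compound activation plus 3 SD, cut at about 130% in these data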;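 further: 0% = background luminescence of wells with medium and substrate only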
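Material: human STAT1-deficient U3A cells with stable STAT3-luciferase reporter / Probe or stimulus: IL-6 stimulus at 33 ng/mL final / Schedule: 1 h compound pre-exposure, 6 h IL-6 stimulation, 37 °C / Technique: luminescence / Read-out basis: percent of IL-6-only median luminescence / Control set: IL-6-only high control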
TLR4 MyD88 comp – blocks binding of human TLR4 to MyD88; O00206+Q99836; HeLa CL3-4 TLR4/MyD88 BLA complementation, FRET ratio; inhibition, % at 8.4 µM; hit rate 0.18% among 200,000; AID 861; in the data active means inhibition above about 25%;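 further: 0% = vehicle and 100% = reference inhibitor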
Target sequence (O00206 whole entry, looked up): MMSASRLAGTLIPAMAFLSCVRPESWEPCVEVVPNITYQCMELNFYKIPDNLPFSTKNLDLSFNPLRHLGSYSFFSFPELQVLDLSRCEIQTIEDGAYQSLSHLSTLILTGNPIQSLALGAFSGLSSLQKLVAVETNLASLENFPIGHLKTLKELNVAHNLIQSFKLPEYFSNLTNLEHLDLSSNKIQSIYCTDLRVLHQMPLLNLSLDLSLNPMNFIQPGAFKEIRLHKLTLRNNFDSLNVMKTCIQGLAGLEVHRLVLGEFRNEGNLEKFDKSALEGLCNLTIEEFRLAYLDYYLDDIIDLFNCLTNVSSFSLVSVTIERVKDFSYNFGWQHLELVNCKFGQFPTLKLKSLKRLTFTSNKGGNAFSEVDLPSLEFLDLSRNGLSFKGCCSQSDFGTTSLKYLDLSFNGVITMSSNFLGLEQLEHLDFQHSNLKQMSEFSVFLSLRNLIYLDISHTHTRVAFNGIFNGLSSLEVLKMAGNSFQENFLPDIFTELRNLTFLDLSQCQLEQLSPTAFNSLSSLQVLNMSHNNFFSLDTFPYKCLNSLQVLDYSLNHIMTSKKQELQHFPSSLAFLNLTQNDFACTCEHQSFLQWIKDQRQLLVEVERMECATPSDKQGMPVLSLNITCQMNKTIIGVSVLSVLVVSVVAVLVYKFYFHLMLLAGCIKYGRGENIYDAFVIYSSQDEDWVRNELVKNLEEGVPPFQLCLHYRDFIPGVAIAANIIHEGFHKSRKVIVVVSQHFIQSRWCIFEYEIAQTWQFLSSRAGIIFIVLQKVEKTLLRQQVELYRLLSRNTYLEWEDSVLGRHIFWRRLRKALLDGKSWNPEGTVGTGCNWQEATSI
Target sequence (Q99836 whole entry, looked up): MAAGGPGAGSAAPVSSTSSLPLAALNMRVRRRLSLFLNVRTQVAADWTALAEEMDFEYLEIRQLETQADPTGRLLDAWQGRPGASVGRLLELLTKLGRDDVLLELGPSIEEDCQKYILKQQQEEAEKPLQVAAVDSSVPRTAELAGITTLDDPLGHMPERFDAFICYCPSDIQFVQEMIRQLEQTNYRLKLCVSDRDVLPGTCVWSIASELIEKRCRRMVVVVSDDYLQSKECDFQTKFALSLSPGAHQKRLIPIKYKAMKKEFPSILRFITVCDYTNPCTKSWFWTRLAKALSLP
DTT redox prof – compounds producing H2O2 with reducing agent – biochemical, NIH compound library profiling, artefact control for MLSCN library redox annotation, primary screen; DTT-dependent redox cycling H2O2, phenol red/HRP absorbance; 100% = 100 µM peroxide control, 0% = buffer; activation, % at 10 µM; hit rate 0.03% among 200,000;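 active means activation of at least 50% relative to the plate's high and low controls in the primary single-dose screen; inactive means activation below 50%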;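 further: compound incubated with DTT at 0.8 mM final as the reducing agent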
STAT1 act – STAT1 signaling activation | NIH 3T3 STAT1-luciferase reporter, IFN-gamma, luminescence; 100% = IFN-gamma alone, no compound | activation (% of control), % at 5.5 µM | hit rate 2.6% among 200,000 | AID 932;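 active means activation above the screen-wide mean activation plus 3 SD, cut at about 130% in these data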;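 further: raw ratio to IFN-gamma control signal so 100% means no change and 0% no light; values of inactives mirror those of a sister screen read the other way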
STAT1 blocker – STAT1 signaling inhibition; inhibition, % at 5.5 µM; hit rate 0.35% among 200,000; NIH 3T3 STAT1-luciferase reporter, IFN-gamma, luminescence;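 active means inhibition above a set limit, the mean inhibition across all tested compounds plus 3 SD, cut at about 34% in these data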;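 further: 0% = IFN-gamma with DMSO and 100% = IFN-gamma with 300 µM nifuroxazide; values of inactives mirror those of a sister screen read the other way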
Hsp70 act – transcriptional activators of Hsp70; AID 1203; HeLa Hsp70 promoter luciferase reporter, luminescence; scaled: vehicle 0, proteasome-inhibitor control 100%; hit rate 0.04% among 200,000; activation, % at 10 µM;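 active means activation above the mean across all tested compounds plus 3 SD, cutoff set per campaign, cut at about 5.5% in these data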;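 further: 100% = MG132 at 30 µM as the positive control and 0% = DMSO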
STAT3 blocker – inhibitors of IL-6 induced STAT3 signaling; U3A cells, IL-6 STAT3-luciferase reporter, luminescence; host cell line lacks STAT1; inhibition, % at 5.5 µM; hit rate 0.89% among 190,000; AID 862;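 active means inhibition above the mean inhibition across all screened compounds plus 3 SD, cut at about 44% in these data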;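 further: 0% = DMSO only wells and 100% = 100 µM nifuroxazide control wells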
* = called active by the depositor; . = not tested or not shown; & = joins results of further samples.

SMILES	APP 5'UTR act	Efa HMGR inh	NF-kB neuron act	STAT3 activator	TLR4 MyD88 comp	DTT redox prof	STAT1 act	STAT1 blocker	Hsp70 act	STAT3 blocker
COc1cc(/C=N/NC(=O)c2ccoc2C)cc(OC)c1OC	97	.	.	120	-12	3.1	114	-16	-0.1	-12
C/C(=N/OCO/N=C(\C)c1ccccc1F)c1ccccc1F	17	-1	0.91	101	1	0.1	107	-8	-0.2	2
COC(=O)c1oc2ccc(OC)cc2c1N	21	-7	1.7	95	3	-2.0	108	-7	0.0	10
COc1ccccc1C1C(C(=O)NCc2ccccc2)=C(C)Nc2ncnn21 (stereo not drawn)	-1	1	1.1	100	2	-1.5	105	-4	-0.1	4
CC(C)(C)C1CCC(=NNC(=S)NCc2ccccc2)CC1 (stereo not drawn)	6	0	1.1	101	13	0.1	104	-4	-0.2	-2
COC(=O)N(NC(=O)C(O)(CCC(C)C)CCC(C)C)c1ccccc1	-1	-5	1.2	105	-18	0.2	95	6	-0.5	-2
N/C(=N\OC(=O)COc1ccccc1Cl)c1ccc(Cl)cc1	.	-3	1.6	93	-15	2.2	108	-8	-0.2	14
Cc1oc2cc(OCC(=O)O)ccc2c(=O)c1Oc1ccccc1	1	-1	0.94	107	1	0.0	100	-1	-0.3	-8
O=C(Cn1nnc2ccccc21)c1cccc([N+](=O)[O-])c1	-10	1	1.2	100	7	-0.4	97	3	-0.2	4
COCCn1c(SCC(=O)Nc2nnc(C)s2)nnc1-c1ccncc1	12	1	1.4	101	1	3.7	96	4	0.1	3
O=C(COc1ccc(Cl)cc1)Nc1cnn(Cc2c(Cl)cccc2Cl)c1	3	-4	0.95	96	-9	1.9	94	6	-0.1	14
COCCCNC(=O)CC(NCCCOC)C(=O)O (stereo not drawn)	5	4	1.2	94	-13	-0.5	101	-1	-0.1	6
NNc1ccc2nnc(C(F)(F)C(F)(F)C(F)(F)F)n2n1	-4	-5	1.1	107	-5	-0.5	107	-7	0.0	-6
CCN1C(=O)/C(=C\c2cccs2)C(C(=O)OC)=C1C	-4	-7	1	90	12	0.6	100	0	-0.4	16
CCOC(=O)c1ccc(COC(=O)c2cc(=O)[nH]c3ccccc23)o1	-3	0	1.2	98	16	0.7	95	6	-0.3	6
CNC(=S)NNC(=O)COc1ccccc1C	8	-2	1.3	102	-7	-3.5	101	-1	0.2	2
CCc1ccc(CCC(=O)Nc2ccc(OC)cc2)o1	0	-3	1.3	104	-2	0.9	104	-4	0.7	-3
Cc1ccc(N2C(=O)N(c3ccc(C)cc3)C3CS(=O)(=O)CC32)cc1 (stereo not drawn)	14	-9	1.1	94	-7	1.4	99	-1	0.0	9
O=C1/C(=C/c2ccncc2)SC(=S)N1C1CCCCC1	8	0	1.1	107	-8	0.7	100	0	-0.2	-5
Cc1ccc(C(=O)N/C(=C\c2ccco2)C(=O)NCc2cccnc2)cc1	-18	-1	1.1	110	-1	-0.2	92	9	-0.4	-14
CCC1CCCCN1C(=O)c1cc2cc(Br)ccc2oc1=O (stereo not drawn)	10	-3	0.99	98	13	-1.3	102	-2	-0.4	7
Cc1cccc(N=C2NC(=O)/C(=C\c3cccs3)S2)c1	21	-5	1.2	98	-19	-0.5	104	-4	2.5	0
O=C(Cn1c(=O)[nH]c2ccsc2c1=O)N1CCN(c2ccc(F)cc2)CC1	3	-1	1.1	111	0	2.0	97	3	-0.1	-9
Cc1nc2cc(N=NC3=C(O)CCCC3=O)ccc2s1	49	2	2.2	94	5	0.0	96	4	-0.2	10
O=C(NCCc1ccccc1)C(=O)N/N=C/c1ccccc1C(F)(F)F	.	-4	1.1	107	-5	0.1	101	-1	-0.2	-1
COc1ccc(C(=O)Nc2ccc(C(=O)NCCc3ccccc3)cc2)cc1	1	1	1.1	103	7	-0.2	103	-6	-0.2	0
CCC(=O)N1CCN(c2ccccc2NC(=O)c2ccc(OC)c(Cl)c2)CC1	-15	-2	0.94	98	-10	0.2	92	9	-0.2	8
CCN(CC)C(=O)c1ccc(CS(=O)(=O)c2ccc(OC)cc2)o1	-1	-6	0.86	95	-12	-0.5	92	9	-0.1	12
O=C(COC(=O)/C=C/c1nc2ccccc2s1)Nc1cccc(Cl)c1Cl	-6	-3	1.3	98	-18	.	99	1	-0.1	2
N#Cc1nc(-c2cccs2)oc1N1CCOCC1	3	-3	1.2	99	-1	-2.4	105	-5	0.2	5
Cc1ccc2nc(Cl)c3nnnn3c2c1	-26	0	0.29	109	25	0.7	78	23	0.0	2
CCN(CC)c1ccc(C(=O)N/N=C(\C)c2cccc(OC)c2)cc1	-28	-2	1	89	6	0.1	97	3	-0.1	13
Cc1c(NC(=O)c2cc(CC(C)C)on2)c(=O)n(-c2ccccc2)n1C	7	3	1	102	5	-0.9	97	3	0.3	6
COC(=O)c1ccc(COc2ccccc2/C=N/NC(=O)c2cccnc2)cc1	2	-1	1.1	82	-6	-0.5	110	-11	-0.1	23
O=S(=O)(c1cccc2nsnc12)N1CCOCC1	4	0	1	99	11	1.7	93	8	-0.2	6
Cc1nonc1OCCNc1ccc([N+](=O)[O-])cc1[N+](=O)[O-]	1	-2	1	99	5	-0.3	104	-5	-0.3	0
COc1ccc(CC(=O)Nc2cc(S(=O)(=O)N3CCOCC3)ccc2N2CCOCC2)cc1	-7	0	1.4	99	1	-2.3	103	-4	0.0	6
CSc1ccc(CCNC(=O)C2CCN(c3nnc(-n4cccc4)s3)CC2)cc1	-11	2	1	96	6	-0.9	109	-10	-0.5	10
Brc1ccc(-c2cnnc(N3CCCC3)n2)cc1	11	-3	1.4	78	4	-0.7	108	-8	0.4	27
O=c1[nH]c(-c2ccc(Cl)cc2)nc2c1cnn2-c1ccccc1	-2	-4	1.1	87	-4	0.4	97	3	-0.4	19
O=S(=O)(NCCSc1ccc(Cl)cc1)c1ccc2c(c1)OCCO2	8	5	1.1	102	-6	2.1	102	-2	-0.4	7
Cc1cccn2c(CN(C)CCC3CCCCO3)c(C(=O)N3CCCCC3)nc12 (stereo not drawn)	-22	-5	0.92	117	-19	-1.0	98	0	-0.1	-14
Cc1cc(C)c(C#N)c(SCC(=O)CC(=O)OC(C)C)n1	6	-4	1.3	86	0	-2.0	91	11	-0.1	21
COc1ccc(-n2cc(-c3ccccc3)c3c(NCCCN4CCOCC4)ncnc32)cc1	-3	2	0.46	92	-4	8.9	102	-4	-0.5	11
O=[N+]([O-])c1ccc([N+](=O)[O-])c(Nc2ccc(N3CCOCC3)cc2)c1	5	-2	1.1	92	-7	-0.1	96	4	-0.1	10
CCc1ccc(N(CC)c2ncnc3nc[nH]c23)cc1	14	2	0.75	98	-3	-0.1	84	18	-0.5	2
CCOc1ccc(/C=C/C(=O)NCc2ccccc2)cc1	-16	-4	1.2	90	5	-0.4	107	-8	0.0	15
C=CCNC(=O)C1CC(=O)N(c2ccc(OCC(=O)NCc3ccccc3)cc2)C1 (stereo not drawn)	-6	-4	1.4	100	2	-0.4	94	7	-0.2	2
Cc1csc2nc3ccccc3c(=O)n12	21	3	1.2	87	-4	1.4	109	-11	0.0	18
CCOc1ccc(C(c2c(C)[nH][nH]c2=O)c2c(C)[nH][nH]c2=O)cc1OCC	-4	-3	1	110	-1	-0.4	94	7	-0.3	-11
CC1(C)CC(=O)C(=Cc2cn(-c3ccccc3)nc2-c2ccc(Cl)cc2)C(=O)C1	53	-4	2	98	1	3.6	103	-4	0.1	13
O=C(CC1CCCCC1)Nc1c2c(nn1-c1ccc(F)cc1)CS(=O)(=O)C2	-5	0	1.2	101	-10	-0.9	98	3	0.3	3
CCOC(=O)CCSCC(=O)Nc1nnc(C)s1	14	-2	0.9	94	-3	-0.5	103	-3	-0.4	12
O=C(NNc1ccc([N+](=O)[O-])cc1[N+](=O)[O-])C1C2CCCCC21 (stereo not drawn)	17	-3	1.1	109	3	-0.1	96	4	-0.4	-10
O=C(COc1ccc(Cl)cc1)Nc1cc(S(=O)(=O)N2CCCCC2)ccc1N1CCCCC1	-14	0	0.9	103	-3	1.1	95	5	-0.1	5
O=c1oc2ccccc2c(Cl)c1CN1CCCCC1	6	-8	1.4	101	-7	0.4	99	-1	-0.3	4
c1ccc2sc(-c3ccc4c(c3)OCO4)nc2c1	168*	-8	6.3*	41	-3	-1.1	96	4	-0.3	70*
CCN(c1ccccc1)S(=O)(=O)c1ccc(Cl)c(C(=O)N(CC2CCCO2)C2CCS(=O)(=O)C2)c1 (stereo not drawn)	2	0	1.2	96	-3	-1.6	99	0	-0.2	9
Cc1ccc(C(O)(C(=O)NNc2ccc3ccccc3n2)c2ccc(C)cc2)cc1	-5	-2&4	1.9&2.2	108&105	9&8	0.3&-0.1	104&112	-5&-14	-0.4&-0.1	-10&-6
COC(=O)c1c(C(=O)OC)c(-c2ccccc2)n2c1CCC2	7	4	1.1	106	-4	-2.0	93	8	-0.3	1
Following part.
SMILES	APP 5'UTR act	Efa HMGR inh	NF-kB neuron act	STAT3 activator	TLR4 MyD88 comp	DTT redox prof	STAT1 act	STAT1 blocker	Hsp70 act	STAT3 blocker
CCOC(=O)C1CCCN(CCC(=O)Nc2cccc(C)c2)C1 (stereo not drawn)	6	-9	0.99	107	6	-0.2	101	-3	-0.4	-6
CC1CCN(S(=O)(=O)c2ccc3ccccc3c2)CC1	3	0	0.69	91	6	0.0	86	15	-0.4	12
CCc1ccc(C(C)NC(=O)Cn2cnc3c(=O)n(C)c(=O)n(C)c32)cc1 (stereo not drawn)	9	-12	1.3	101	9	2.7	102	-2	-0.5	-2
C=CCn1c(=NC(=O)C2CC2)sc2cc(NC(C)=O)ccc21	12	2	1.1	123	4	-1.3	108	-9	-0.2	-24
O=C(CSc1ccc2nnc(-c3ccncc3)n2n1)Nc1ccc2c(c1)OCCO2	6	-1	0.78	98	-5	0.8	98	2	-0.3	12
CC(NC(=O)NC12CC3CC(CC(C3)C1)C2)c1ccc2c(c1)OCO2 (stereo not drawn)	19	-2	0.86	115	-17	-0.1	93	8	-0.1	-6
NS(=O)(=O)c1ccc(CCNc2ncnc3sccc23)cc1	-17	-5	0.76	55	4	1.4	80	22	0.0	54*
Cc1nn(C)c(=O)n1N(C)c1ncc(C(F)(F)F)cc1Cl	16	-3	0.86	100	5	-2.0	97	3	-0.3	4
O=C(NNc1nc(-c2ccccc2)cs1)c1ccc(F)cc1	9	4	1.1	96	-12	-1.5	107	-9	-0.3	11

Three records picked at random from those above:
SMILES	APP 5'UTR act	Efa HMGR inh	NF-kB neuron act	STAT3 activator	TLR4 MyD88 comp	DTT redox prof	STAT1 act	STAT1 blocker	Hsp70 act	STAT3 blocker
O=C(NNc1nc(-c2ccccc2)cs1)c1ccc(F)cc1	9	4	1.1	96	-12	-1.5	107	-9	-0.3	11
CCOC(=O)C1CCCN(CCC(=O)Nc2cccc(C)c2)C1 (stereo not drawn)	6	-9	0.99	107	6	-0.2	101	-3	-0.4	-6
NS(=O)(=O)c1ccc(CCNc2ncnc3sccc23)cc1	-17	-5	0.76	55	4	1.4	80	22	0.0	54*
